Screening results (PubChem BioAssay)
GRK2 inh = compounds blocking aptamer binding on GRK2 – biochemical, human GRK2, bead flow cytometry, HTS, primary screen | inhibition of aptamer binding, % at 10 µM | hit rate 0.59% among 330,000 | AID 488847, 2010 | FAM-aptamer displacement from GRK2;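 active = inhibition of aptamer binding above 40%, roughly 3 SD of noise, on plates passing a quality check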;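 also: median bead fluorescence of bound FAM aptamer so fluorescent compounds give negative values; no value below 0 was filed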
proCasp3 act = activators of human procaspase-3 D3A mutant, primary screen, biochemical, absorbance, PC-3 D3A mutant, single concentration. Caspase-3 (Homo sapiens), P42574. recombinant procaspase-3 D3A, Ac-DEVD-pNA absorbance 405 nm. activation, % at 8.5 µM. hit rate 0.11% among 330,000;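 active = activation above the mean of all tested compounds plus 3 SD, cut at about 21% in these data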;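 also: 0% = DMSO alone and 100% = DMSO wells spiked with extra 5 µM PC-3 D3A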
Target sequence (P42574 whole entry D9A/D28A/D175A): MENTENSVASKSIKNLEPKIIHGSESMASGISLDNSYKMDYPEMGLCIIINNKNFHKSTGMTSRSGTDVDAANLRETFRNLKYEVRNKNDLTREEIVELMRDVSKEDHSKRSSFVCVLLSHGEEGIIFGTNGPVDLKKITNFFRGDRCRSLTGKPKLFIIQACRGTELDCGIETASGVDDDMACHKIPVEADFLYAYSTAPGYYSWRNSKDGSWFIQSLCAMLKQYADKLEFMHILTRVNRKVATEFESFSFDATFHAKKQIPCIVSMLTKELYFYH
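Assay system: Autoprocessing-dead procaspase-3 D3A mutant enzyme; also added: Ac-DEVD-pNA; doses: one concentration, 8.5 µM nominal, 0.8% DMSO; times: 1 h compound preincubation, 2 h substrate hydrolysis at 25 °C; technique: 405 nm absorbance of p-nitroaniline, reads at 0 and 120 min; measure: % activation between DMSO and enzyme-spiked controls; repeats: single replicate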
CTSL1 counter = Fasciola hepatica cathepsin L1 inhibitors, primary screen, counter-screen for PFM18AAP inhibitor project, biochemical, QFRET, fluorogenic peptide substrate; recombinant F. hepatica cathepsin L1, Z-Leu-Arg-MCA fluorescence; inhibition, % at 5.96 µM; hit rate 0.49% among 300,000; AID 1906, 2009;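 active = inhibition above the mean of all tested compounds plus 3 SD, set per screening campaign, cut at about 17% in these data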;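 also: 0% = plate median of test compound wells and 100% = 1 µM Z-Phe-Ala-diazomethylketone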
PP1 counter = PP1-alpha phosphatase inhibitors, primary screen, counter-screen for PP5 inhibitor project, biochemical, fluorescence, OMFP substrate, single point; inhibition, % at 6.7 µM; purified PP1alpha; AID 2235, 2010; Serine/threonine-protein phosphatase PP1-alpha catalytic subunit (Homo sapiens), P62136; hit rate 0.9% among 320,000;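 active = inhibition above the mean inhibition of all tested compounds plus 3 SD, computed separately for each screening campaign, cut at about 15% in these data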
Target sequence (P62136 whole entry, looked up): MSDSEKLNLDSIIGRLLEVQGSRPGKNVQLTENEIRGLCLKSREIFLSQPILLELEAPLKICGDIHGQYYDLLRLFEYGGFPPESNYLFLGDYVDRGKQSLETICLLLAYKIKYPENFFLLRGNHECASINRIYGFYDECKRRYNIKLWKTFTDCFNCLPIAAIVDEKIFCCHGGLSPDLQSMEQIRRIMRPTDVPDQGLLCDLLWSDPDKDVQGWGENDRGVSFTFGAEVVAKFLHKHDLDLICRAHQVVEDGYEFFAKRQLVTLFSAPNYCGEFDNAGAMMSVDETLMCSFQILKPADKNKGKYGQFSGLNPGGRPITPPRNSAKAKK
GASC-1 inh = inhibitors of GASC-1 histone demethylase, primary screen, biochemical, fluorescence, DELFIA europium | Lysine-specific demethylase 4C (Homo sapiens), Q9H3R0 | GST-JMJD2C(1-420) H3K9me3 demethylation | AID 2099, 2009 | hit rate 0.069% among 330,000 | inhibition, % at 2.35 µM;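 active = more than half of a compound's replicate wells show inhibition beyond 50%, single wells judged on their own value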;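 also: signal counts dimethyl H3K9 product captured on neutravidin plate; 0% = median of DMSO wells and 100% = 0.3 times that DMSO median; strong numbers were not always called active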
proCasp7 act = procaspase-7 activators, primary screen, counter-screen for procaspase-3 activator project, biochemical, absorbance, HTS, human; Caspase-7 (Homo sapiens), P55210; recombinant procaspase-7, Ac-DEVD-pNA absorbance 405 nm; D23A/D198A/D206A triple mutant, cannot self-cleave; scale: DMSO 0, 5 µM enzyme 100; activation, % at 8.5 µM; hit rate 0.093% among 330,000;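 active = percent activation above the screen-wide mean plus 3 SD, cut at about 25% in these data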
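Material: Procaspase-7 triple mutant (PC-7 D3A) | Quantity: 2 µM procaspase-7 mutant as dispensed | Reagent: DEVD-pNA substrate | Times: 1 h preincubation, 2 h reaction | Technique: 405 nm absorbance of p-nitroaniline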
core dimer inh = inhibitors of HCV core protein dimerization, primary screen, biochemical, TR-FRET, high-throughput; TR-FRET GST/Flag-core106 dimerization, 1536-well; inhibition, % at 5 µM; hit rate 0.33% among 300,000; AID 1899, 2009;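 active = inhibition above the mean of all tested compounds plus 3 SD, set per screening campaign, cut at about 45% in these data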
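System: GST/Flag-tagged HCV core106 proteins. Incubation: compound-protein-antibody incubation 4 h at 22.5 °C. Technique: HTRF with 340 nm excitation, 617/671 nm emission. Medium: KF-containing HEPES buffer, pH 7.45, DTT, CHAPS, BSA. Read-out: inhibition (%) from 671 over 617 nm ratio. Also added: Eu(K)-anti-GST 90 ng/mL plus XL665-anti-Flag 1 µg/mL.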
VLA-4 inh = inhibition in human VLA-4 binding assay, primary screen, VLA-4 allosteric modulator project, MLPCN library, flow cytometry, VLA-4 expressing cells; inhibition, % (about 7 µM as worked out from the volumes in the protocol); AID 2557, 2010; Integrin alpha-4 (Homo sapiens), P13612; hit rate 0.2% among 330,000; ligand binding flow cytometry; in the data active = inhibition above about 50%
PP5 primary = PP5 phosphatase inhibitors, primary screen, biochemical, fluorescence | AID 1987, 2009 | Serine/threonine-protein phosphatase 5 (Homo sapiens), P53041 | inhibition, % at 6.7 µM | hit rate 0.18% among 320,000 | purified PP5c, OMFP substrate fluorescence;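 active = inhibition above the campaign's mean inhibition across all tested compounds plus 3 SD, cut at about 9.5% in these data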;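 also: 0% = DMSO only and 100% = 100 µM cantharidin control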
Target sequence (P53041 whole entry, looked up): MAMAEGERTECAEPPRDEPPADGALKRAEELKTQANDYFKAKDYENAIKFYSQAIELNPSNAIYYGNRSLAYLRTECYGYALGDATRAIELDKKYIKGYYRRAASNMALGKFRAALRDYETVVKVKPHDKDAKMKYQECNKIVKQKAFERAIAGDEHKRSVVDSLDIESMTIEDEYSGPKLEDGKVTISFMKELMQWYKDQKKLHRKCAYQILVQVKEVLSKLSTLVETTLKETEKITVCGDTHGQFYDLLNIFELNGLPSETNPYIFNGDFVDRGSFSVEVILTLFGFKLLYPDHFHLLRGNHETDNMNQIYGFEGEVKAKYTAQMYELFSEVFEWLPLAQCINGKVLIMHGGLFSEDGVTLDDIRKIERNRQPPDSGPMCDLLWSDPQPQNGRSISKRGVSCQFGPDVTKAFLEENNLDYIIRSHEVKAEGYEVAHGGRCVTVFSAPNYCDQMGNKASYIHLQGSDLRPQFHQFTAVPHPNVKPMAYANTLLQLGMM
Numbers without * were called inactive; i = inactive; x = not tested or not shown; & = joins results of further samples.

SMILES	GRK2 inh	proCasp3 act	CTSL1 counter	PP1 counter	GASC-1 inh	proCasp7 act	core dimer inh	VLA-4 inh	PP5 primary
Cc1cc(C)c(NC(=O)COC(=O)c2cccc3c2C(=O)c2ccccc2C3=O)c(C)c1	2	1	4	5	3	-5	16	-5	4.5
Cc1cccc(OCC(=O)Nc2ccc(N3CCN(C(=O)c4ccccc4)CC3)cc2)c1C	3	4	1	4	8	4	5	-8	1.9
CCNC(=O)C1CC(=O)N(c2ccc(Br)cc2)C1 (stereo not drawn)	2	9	-1	-4	-3	5	-10	-11	0.4
CCOC(=O)N1CCN(Cc2nc(N)nc(Nc3ccc(OCC)cc3)n2)CC1	0	10	0	-5	-5	-2	2	0	2.1
Cc1c(CCO)c(=O)n(C)n1C(=O)c1ccc(Cl)cc1	0	-10	2	-4	6	4	-1	28	3.2
CC(=O)NCCC(=O)Nc1cc(S(=O)(=O)Nc2ccc(Cl)cc2)ccc1N1CCCC1	0	-5	-1	-1	1	-8	1	5	1.2
Cc1ccc(NC(=O)c2cccc(N3C(=O)C4C5CCC(C5)C4C3=O)c2)c(C)c1 (stereo not drawn)	1	11	2	-1	3	7	3	18	0.9
CC(C)[C@H](NC(=O)c1ccco1)C(=O)OCC(=O)c1ccc2c(c1)NC(=O)CO2	5	0	-17	2	6	6	4	2	2.8
CC(=O)N(C1CC(C)C(C#N)(C#N)C1(C#N)C#N)N(C)C (stereo not drawn)	2	3	4	-1	-14	-5	-6	38	0.7
COCCCNC(=O)CCn1c(=O)c2ccccc2n(Cc2cccc([N+](=O)[O-])c2)c1=O	2	2	-5	-4	24	-11	-4	1	-0.8
COc1cc(/C=C2/S/C(=N/S(=O)(=O)Cc3ccccc3)NC2=O)c([N+](=O)[O-])cc1OC	2	2	1	3	-15	-17	-6	0	-0.4
CN(Cc1ccccc1)C(=O)c1ccc2c(c1)OCO2	2	11	-1	-5	-8	0	1	3	-0.9
O=C1CC(c2ccc(F)cc2)c2cc3c(cc2N1)CCC3 (stereo not drawn)	3	1	3	6	0	6	-7	0	4.7
CCC[C@@H](CN[C@@H](CNC)[C@H](C)CC)NCC1CCC(C(C)(C)C)CC1 (stereo partly drawn)	0	-1	-3	3	-5	10	-9	12	1.2
Cc1cc(C)n(-c2nc(Nc3ccccc3C(F)(F)F)nc(-n3nc(C)cc3C)n2)n1	1	2	7	30*	0	4	16	9	5.0
CC1=C(N2CCN(c3ncccn3)CC2)CCC1=O	0	0	0	-2	1	-2	-1	29	2.8
COC(=O)c1nnn(Cc2ccccc2)c1N	0	3	-1	-1	-20	0	-3	8	3.0
COc1ccc(NS(=O)(=O)c2c(C(=O)N3CCCCCC3)c(C)n(C)c2C)cc1OC	2	-4	6	-2	7	-11	-12	-10	1.0
CCn1c(CSCc2ccc(F)cc2)nnc1SCC(=O)NCc1ccccc1	0	-1	-5	-2	19	-4	-3	-1	3.3
CCN1CCN(S(=O)(=O)c2cccs2)CC1	2	6	9	-2	0	0	5	-17	0.4
Cc1cc(C(=O)COC(=O)CCCN2C(=O)c3ccccc3C2=O)c(C)n1C	0	11	-39	-1	-3	1	-2	0	1.0
O=C(NCc1ccccn1)C(=O)NCC1OCCN1C(=O)c1ccc(Cl)cc1 (stereo not drawn)	0	3	-1	0	-21	-1	-11	-7	0.4
Cc1onc(-c2c(F)cccc2Cl)c1C(O)c1ccc(F)cc1 (stereo not drawn)	1	-2	5	-2	1	10	-2	18	0.1
CCOc1ccc(NC(=O)CSc2nnnn2-c2ccc(C(N)=O)cc2)cc1	4	0	2	5	-11	3	-2	10	1.7
Nc1nc(Br)c2c(F)cccc2c1-c1ccccc1	0	6	2	1	-1	-6	0	4	5.7

Entries listed so far with an aryl methoxy group (2):
SMILES	GRK2 inh	proCasp3 act	CTSL1 counter	PP1 counter	GASC-1 inh	proCasp7 act	core dimer inh	VLA-4 inh	PP5 primary
COc1cc(/C=C2/S/C(=N/S(=O)(=O)Cc3ccccc3)NC2=O)c([N+](=O)[O-])cc1OC	2	2	1	3	-15	-17	-6	0	-0.4
COc1ccc(NS(=O)(=O)c2c(C(=O)N3CCCCCC3)c(C)n(C)c2C)cc1OC	2	-4	6	-2	7	-11	-12	-10	1.0

Continued.
SMILES	GRK2 inh	proCasp3 act	CTSL1 counter	PP1 counter	GASC-1 inh	proCasp7 act	core dimer inh	VLA-4 inh	PP5 primary
O=S1(=O)CCOC[C@H](CC2CCCCC2)N1Cc1ccc(F)cc1	0	11	1	4	4	7	-5	1	0.1
c1ccc(N(c2ccccc2)c2nc(N3CCCC3)nc(-n3ccnc3)n2)cc1	1	-3	3	14	-9	0	5	13	4.3
O=C1CCC/C(=N\NC(=O)NC2CCCCC2)C1	0	-11	1	0	7	3	4	7	-0.3
CC(C)CC1NC(=O)N(CC(=O)c2ccc3c(c2)OCCO3)C1=O (stereo not drawn)	3	6	-1	-2	33	0	7	1	-0.1
O=C(Nc1cnc2ccccc2c1)c1cccc(-n2cnnn2)c1	1	0	-3	-2	-10	-10	3	3	5.2
Cc1[nH]c2ccccc2c1C(=O)CN1CCCC(C)C1 (stereo not drawn)	1	-5	11	-3	-3	3	-6	-28	-6.5
OC(COc1ccc2c(c1)OCO2)CN1CCCC1 (stereo not drawn)	0	-14	-4	2	7	-6	3	-1	-1.9
O=C(NCc1cccc(Cl)c1)c1ccc(S(=O)(=O)Nc2cccc(C(F)(F)F)c2)cc1	1	-10	4	3	2	-4	7	-7	2.5
CCn1c(Cc2ccccc2)nnc1SCC(=O)NC1CC1	0	5	0	0	3	2	-1	14	0.3
Cc1cccc(C)c1N(CC(=O)NCc1ccc(F)cc1)C(=O)c1csnn1	3	-3	5	-3	11	4	4	-6	1.3
CCOC(=O)N1CCN(C(=O)c2ccc(Cn3c(=S)[nH]c4cc(OCC)c(OCC)cc4c3=O)cc2)CC1	3	-5	0	-1	-4	-5	13	8	0.9
NC(=O)C1(NC(=O)[C@@H]2CC3(CC(c4cccc(NC(=O)[C@@H]5CCC(=O)N5)c4)=NO3)CN2C(=O)c2cnccn2)CC1 (stereo partly drawn)	0	9	-1	-1	1	2	0	-8	0.7
Cc1[nH]c2c(Cl)cccc2c1CCNC(=O)C1CCCCC1C(=O)OCC(F)(F)F (stereo not drawn)	2	0	2	1	-4	3	-4	13	3.6
COc1ccc(NC(=O)CN(C)C(=O)Cc2c(C)nc3ccccc3c2C)cc1	0	10	5	-5	i	3	9	13	3.1
Cc1ccc(S(=O)(=O)N(C)C)cc1NC(=O)COC(=O)/C(=C/c1ccc(F)cc1)c1cccs1	0	5	-4	8	4	-1	28	5	6.1
CC1CCN(CC(=O)Nc2ccccc2-c2ccccc2)CC1	2	-6	-1	-1	7	8	2	0	5.0
COc1ccc(CC(=O)Nc2ccccc2Oc2ccccc2)cc1	0	0	3	1	0	4	0	5	1.4
COc1ccc(NC(=O)NC(C(F)(F)F)C(F)(F)F)cc1	2	3	-1	-1	15	-4	-2	20	1.2
COc1cccc(OC)c1C(=O)Nc1ccc(N2CCN(C(=O)c3ccco3)CC2)cc1	0	9	-2	-2	-12	9	1	6	2.4
COc1ccc(Cn2c(-c3ccc(C)cc3)c[n+]3ccccc23)cc1	0	8	-4	-4	-3	-3	-3	11	3.3
COc1ccc(NC(=O)N2CCc3ccccc32)cc1	0	8	5	-3	-5	-6	-2	11	-1.7
O=C1C(=O)N(c2ccc(O)cc2)C(c2ccccc2[N+](=O)[O-])/C1=C(\O)c1ccccc1 (stereo not drawn)	1	2	1	-1	1	-16	-7	9	-1.3
CCC(C)c1ccc(OCC(=O)O)cc1 (stereo not drawn)	10	2	-3	-2	5	-13	2	-6	0.6
O=C(/C(=C/c1cccnc1)n1ccnc1)c1ccc(Cl)cc1Cl	1	1	-1	1	3	9	-3	-3	0.7
N/C(=N\OC(=O)c1ccc2c(c1)OCO2)c1ccc(Cl)cc1	0	15	-1	0	9	5	3	12	2.9

More records
SMILES	GRK2 inh	proCasp3 act	CTSL1 counter	PP1 counter	GASC-1 inh	proCasp7 act	core dimer inh	VLA-4 inh	PP5 primary
Cc1cc(S(=O)(=O)N2CCCCC2)ccc1OCC(=O)Nc1ccccc1	1	7	8	2	6	5	1	3	0.0
CC(C)OC(=O)NCN1C(=O)C2C3C=CC(C3)C2C1=O (stereo not drawn)	1	5	0	-2	-13	-4	-1	12	-3.1
COc1ccc(N2CCN(C(=O)CSc3nc4nc(C)cc(C)n4n3)CC2)cc1	2	7	x	0	3	3	x	39	-2.5
CC(C(=O)Nc1ccc(Cl)cc1Cl)N1C(=O)NC2(CCCCCCC2)C1=O (stereo not drawn)	0	8	x	7	7	-2	x	-32	3.1
CCOc1ccc(N2C(=O)CC(Sc3ccccc3C(=O)O)C2=O)c([N+](=O)[O-])c1 (stereo not drawn)	1	-28	-4	0	-7	-36	4	7	-1.2
O=C(NC(=S)N1CCCC1)c1ccc(Cl)cc1Cl	0	-6	0	-6	4	12	-2	-1	1.5
O=C(NCc1cccs1)C(Cc1ccccc1)n1cccc1 (stereo not drawn)	2	3	13	6	-7	-1	-5	-16	1.1
O=C(N/N=C/c1ccccn1)c1cccc(NC(=O)c2ccc(Cl)cc2)c1	0	-4	1	6	-3	5	0	17	1.0
COCCn1nnnc1C(c1cccc(OC)c1OC)N1CCN(C2CCCCC2)CC1 (stereo not drawn)	0	7	3	-1	-5&9	-6	-1	24	0.3
Cn1cccc1Cc1nnc(SCC(=O)NC2CCCCC2)n1-c1ccc(F)cc1	2	-6	0	-3	-6	-21	5	-16	-0.3
COc1ccc(NC(=O)CSc2nccn2Cc2ccc(F)cc2)c(OC)c1	0	0	1	-3	-8	12	-2	12	2.5
COc1ccc(-c2nc3ccccc3c(=O)n2CCOc2cccc(C)c2C)cc1	1	4	-5	-3	1	-4	0	13	0.8
CCOP(=O)(OCC)C(Nc1ccccc1)c1ccccc1C(F)(F)F (stereo not drawn)	1	-3	-5	-3	13	3	1	-8	2.0
CC(=O)c1cccc(NC(=O)N2C3CCC2CC(O)(c2cccnc2)C3)c1 (stereo not drawn)	5	-1	3	-3	-26	1	-9	26	2.0
COc1ccc2c(c1)c1ncn(CCN3CCCC3)c(=O)c1n2C	0	0	-2	1	-1	1	3	31	1.9
